Screening data: PubChem, several laboratories
HDAC3 inhib = blocks human histone deacetylase 3 | recombinant HDAC3, fluorogenic peptide/trypsin coupled, fluorescence | O15379 | AID 2718 | actives 0.15% (n = 320,000) | inhibition, % at 8.3 µM; in the data active means inhibition above about 26%, passing the limit was not always enough
Target sequence (O15379 whole entry, looked up): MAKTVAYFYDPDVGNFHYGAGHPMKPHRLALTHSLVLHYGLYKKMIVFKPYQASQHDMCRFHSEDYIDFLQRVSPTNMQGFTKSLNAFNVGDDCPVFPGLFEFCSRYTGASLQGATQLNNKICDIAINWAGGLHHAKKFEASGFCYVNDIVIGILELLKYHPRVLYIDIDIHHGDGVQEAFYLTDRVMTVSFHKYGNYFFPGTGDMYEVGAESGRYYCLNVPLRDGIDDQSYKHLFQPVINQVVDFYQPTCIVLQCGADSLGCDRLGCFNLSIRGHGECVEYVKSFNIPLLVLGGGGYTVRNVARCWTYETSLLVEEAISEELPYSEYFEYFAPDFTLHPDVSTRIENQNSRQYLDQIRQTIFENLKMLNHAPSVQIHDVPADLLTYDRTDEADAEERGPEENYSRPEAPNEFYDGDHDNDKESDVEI
ANO1 activ = activators or potentiators of mouse TMEM16A chloride channel | actives 0.3% (n = 340,000) | B-score at 10 µM | HEK293 TMEM16A/YFP-H148Q/I152L, iodide quench fluorescence; active compounds read low;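 active means fluorescence-ratio B-score plate-corrected deviation score at least 3 library SD below zero, with starting fluorescence score within 5 deviations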;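 further: channel opened by trigger with iodide after compound preincubation; score built on the fluorescence ratio of max minus min over baseline; more negative score means more quench and so TMEM16A activation or potentiation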
KCNK3 inh = human KCNK3 channel inhibition, primary screen; O14649; CHO-KCNK3 thallium flux, FluxOR fluorescence; active compounds read low; B-score at 10 µM; actives 0.84% (n = 340,000); AID 602410;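 active means B-score under library mean minus 4 SD, starting fluorescence ratio at most library mean plus 5 SD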;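 further: more negative B-score means stronger inhibition of thallium flux through KCNK3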
Target sequence (O14649 whole entry, looked up): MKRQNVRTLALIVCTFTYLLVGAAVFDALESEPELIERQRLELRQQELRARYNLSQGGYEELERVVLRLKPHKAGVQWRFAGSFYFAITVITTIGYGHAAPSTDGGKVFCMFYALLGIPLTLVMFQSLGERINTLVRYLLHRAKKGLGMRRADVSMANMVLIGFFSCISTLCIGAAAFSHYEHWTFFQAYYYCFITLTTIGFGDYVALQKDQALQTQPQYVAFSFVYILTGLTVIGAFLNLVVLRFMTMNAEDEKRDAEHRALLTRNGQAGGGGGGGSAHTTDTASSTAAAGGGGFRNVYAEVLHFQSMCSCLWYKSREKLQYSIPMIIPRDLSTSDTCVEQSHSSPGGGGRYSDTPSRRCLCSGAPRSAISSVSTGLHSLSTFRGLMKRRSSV
* hit, by the source's call; i = inactive. Only part of the results is shown; rates above refer to the full screens.

SMILES	HDAC3 inhib	ANO1 activ	KCNK3 inh
CN(C(=O)c1ccccc1C(=O)OCC(=O)c1ccccc1)c1ccccc1	3.3	i	i
Cc1c(C(=O)Nc2cccc(S(=O)(=O)N3CCOCC3)c2)oc2ccccc12	8.0	i	i
Cc1cc(OCC(=O)OCC(=O)Nc2ccc(Cl)cn2)ccc1Cl	-0.1	i	i
COc1cc(N)c(Cl)cc1C(=O)OCC(=O)N(C)C1CCCCC1	6.2	i	i
COc1cc(C(=O)NC(C)c2cc(C)ccc2C)ccc1OCC(=O)N1CCOCC1 (stereo not drawn)	1.1	i	i
CCOc1ccc(C(=O)NNC(=O)CCNC(=O)c2ccc(Br)cc2)cc1OC	-2.0	i	i
COc1cc(-c2noc(C)c2C(=O)NCCc2cccs2)cc(OC)c1OC	1.8	i	i
C[C@@H]1CN(S(=O)(=O)c2c(F)cccc2F)CCN1S(=O)(=O)c1ccc2c(c1)OCCO2	6.3	i	i
CCOc1ccc(S(=O)(=O)N2CCN(C(=O)CN3C(=O)NC(C)(C)C3=O)CC2)cc1	-2.9	i	i
CC(NC(=O)c1cc(S(=O)(=O)N2CCOCC2)ccc1F)c1ccc(-n2ccnc2)cc1 (stereo not drawn)	-3.2	i	i
O=C(Nc1ccc2c(c1)OCCO2)C1CCCC1	2.7	i	i
COc1ccc(C(=O)COC(=O)c2ccccn2)c(OC)c1	3.9	i	i
NC(=O)C1CCN(c2nc(-c3cc4ccccc4o3)cs2)CC1	1.6	i	i
C[C@H]1CN([C@@H](C)CO)C(=O)Cc2cc(NS(C)(=O)=O)ccc2O[C@@H]1CN(C)CC1CC1	-7.4	i	i
Cc1ccc(NC(=O)CC2OC(=O)c3ccccc32)cc1S(=O)(=O)N1CCOCC1 (stereo not drawn)	-3.2	i	i
C[C@H](CO)N1C[C@H](C)[C@@H](CN(C)S(C)(=O)=O)Oc2ccc(NC(=O)Nc3ccccc3)cc2C1=O	4.1	i	i
CC(=O)NCCc1ccc(C(=O)COC(=O)c2cccn2C)cc1	5.4	i	i
CCOC(=O)C1=C(C)NC(C)=C(C(=O)OCC)C1C(=O)OCC(=O)N1CC(C)OC(C)C1 (stereo not drawn)	-8.1	i	i
COc1ccc(NC(C)=O)cc1S(=O)(=O)N1CCn2cccc2C1C (stereo not drawn)	-1.8	i	i
COc1ccc(CNC(=O)C(C)OC(=O)c2cccc(N(C)C)c2)cc1 (stereo not drawn)	-10.1	i	i
O=C1CN(C(=O)CN2C(=O)NC(c3ccccc3)(c3ccccc3)C2=O)c2ccccc2N1	4.1	i	i
O=C(N/N=C/c1ccc(Cl)cc1Cl)c1ccc(-n2cnnn2)cc1	-10.8	i	i
COc1ccc(-n2c(SCC(=O)N(C)C3CCS(=O)(=O)C3)nc3ccc(O)cc3c2=O)cc1OC (stereo not drawn)	-8.7	i	i
Cc1ccc(SCC(=O)N2CCN(S(=O)(=O)c3cccs3)CC2)cc1	0.3	i	i
CC[C@@H](C)[C@@H]1CN([C@@H](C)CN2CCC[C@H]2CN2C(N)=NC[C@@H]2Cc2ccccc2)C(=N)N1CCc1ccc(Cl)c(Cl)c1	-2.6	i	i
O=C(NCCN1C(=O)S/C(=C\c2ccc(Cl)cc2)C1=O)C1=COCCO1	-3.5	i	i
CC1CC(C)CN(C(=O)c2cccc(S(=O)(=O)NCc3ccccc3)c2)C1 (stereo not drawn)	3.4	i	i
O=C(NCCCN1CCOCC1)c1cccc(S(=O)(=O)Nc2ccc(F)cc2)c1	-9.8	i	i
COc1cccc(CNC(=O)c2ccc(NS(=O)(=O)c3ccc4[nH]c(=O)[nH]c4c3)cc2)c1	1.7	i	i
COc1ccc2cc1Oc1ccc(cc1)C[C@H]1c3cc(c(OC)cc3CCN1C)Oc1c(OC)c(OC)cc3c1[C@@H](C2)N(C)CC3	4.3	i	i
CC1CN(C(=O)COc2ccc3c(-c4ccccc4)cc(=O)oc3c2)CC(C)O1 (stereo not drawn)	-1.2	i	i
O=C(CSc1nnc(Nc2ccccc2F)s1)NCC1CCCO1 (stereo not drawn)	5.5	i	i
COc1cccc(-c2ccc3ncnc(NCc4cccc(C)c4)c3c2)c1	-0.7	i	i
CCN(C(=O)COC(=O)CCn1c(C)csc1=O)c1c(N)n(Cc2ccccc2)c(=O)[nH]c1=O	-6.4	i	i
COc1ccc(OC)c(S(=O)(=O)N2CCN(C)CC2c2ccccc2)c1 (stereo not drawn)	3.2	i	i
CC1(NC(=O)Cc2c(F)cccc2Cl)CCS(=O)(=O)C1 (stereo not drawn)	-0.3	i	i
O=C1CN(C(=O)COC(=O)c2ccccc2Br)c2ccccc2N1	3.4	i	i
O=C(COC(=O)Cc1ccsc1)Nc1ccc(Cl)cc1F	1.2	i	i
C[C@H](CO)N1C[C@H](C)[C@@H](CN(C)C(=O)NC2CCCCC2)Oc2c(NC(=O)C3CCCCC3)cccc2C1=O	1.6	i	i
O=C(O)/C(=C\c1cccc(F)c1)c1ccc(S(=O)(=O)N2CCCC2)s1	-0.3	i	i
C=C1C[C@H](O)[C@@H]2[C@H](OC(=O)[C@H]2C)[C@H]2[C@H](C)[C@@H](O)C[C@@H]12	-0.1	i	i
O=C(NN=Cc1ccc(N2CCOCC2)s1)c1ccc([N+](=O)[O-])cc1	1.5	i	i
C=CCn1c(SCC(=O)Nc2cc(C)on2)nnc1-c1ccccc1OC	-6.7	i	i
CCCn1c(N)c(N(CCOC)C(=O)c2cc3c(s2)CCC(CC)C3)c(=O)[nH]c1=O (stereo not drawn)	5.0	i	i
Cc1cccc(Oc2ccc(NS(=O)(=O)c3ccc(C)c(C(=O)O)c3)cc2)c1	-0.1	i	i
CCN(CC(=O)Nc1ccc2c(c1)OCCO2)Cc1nc2cc(Cl)ccc2c(=O)[nH]1	0.6	i	i
Cn1cnnc1SCC(=O)NC1CC1	3.3	i	i
CCN(Cc1ccccc1)C(=O)c1ccc(C)c(S(=O)(=O)N2CCCCC2)c1	0.2	i	i
Cc1nccn1CC(=O)c1ccc(O)c(O)c1	-3.4	i	i
CC(=O)c1c(C)[nH]c(C(=O)CN(C)CC(=O)Nc2ccccc2Cl)c1C	7.5	i	i
C[C@H](CO)N1C[C@H](C)[C@@H](CN(C)Cc2ccccc2)Oc2c(NS(=O)(=O)c3cn(C)cn3)cccc2C1=O	-1.9	i	i
Cc1ccc(NC(=O)c2nc[nH]c2C(=O)NCc2ccccc2)cc1	8.5	i	i
O=C(CSc1n[nH]c(=O)n1C1CC1)Nc1ccc(F)c(Cl)c1	1.8	i	i
CCc1noc(C)c1C(=O)OCC(=O)NCc1ccc(Cl)cc1	6.1	i	i
COC(=O)c1c(-c2ccccc2OC)sc2ccc(OC)cc12	2.7	i	i
N#Cc1ccc(CN2CCN(C(=O)c3cn(Cc4ccccc4)nc3-c3cccnc3)CC2)cc1	-1.0	i	i
Cn1nc(C(=O)NC2CCC(O)CC2)c2ccccc2c1=O (stereo not drawn)	-6.4	i	i
N#CCCN(Cc1cccnc1)C(=S)NC(=O)c1ccccc1	1.8	i	i
COc1ccccc1C(=O)NCCC(=O)NCc1ccccn1	1.2	i	i
CCN(CC)S(=O)(=O)c1ccc(N2CCOCC2)c(NC(=O)c2cc(Cl)c3c(c2)OCO3)c1	1.1	i	i

More entries.
SMILES	HDAC3 inhib	ANO1 activ	KCNK3 inh
Cc1cc(C)n(-c2ccc(C(=O)NCC(c3ccco3)N3CCCC3)cc2)n1 (stereo not drawn)	0.2	i	i
CCOc1ccc(CN(C)C(=O)c2cc(S(=O)(=O)N3CCCC3)ccc2C)cc1	-5.5	i	i
O=C(CN1CCN(S(=O)(=O)c2ccccc2)CC1)Nc1ccccc1C(=O)NC1CC1	1.4	i	i
C[C@H](CO)N1C[C@H](C)[C@@H](CN(C)S(=O)(=O)c2cccs2)Oc2ccc(NS(=O)(=O)c3ccccc3)cc2CC1=O	7.6	i	i
Cc1ccc(N2C(=O)C3CCCN3C2=S)c(C)c1 (stereo not drawn)	3.1	i	i
CC1CCC2(CC1)NC(=O)N(CC(=O)Nc1cccnc1Cl)C2=O (stereo not drawn)	-3.3	i	i
CCOCCn1c(C)c(C(=O)OCC)c2cc(O)c3ccccc3c21	11.8	i	i
CCn1c(C)nc2cc(C(=O)NN=Cc3ccc([N+](=O)[O-])cc3)ccc21	-2.3	i	i
COc1ccc(S(=O)(=O)N2CCN(CC(=O)NCCc3cccs3)CC2)cc1	1.4	i	i
O=C1CC/C=C\C[C@@H](CC(=O)N(CCO)Cc2ccccc2)C(=O)N[C@H](Cc2c[nH]c3ccccc23)CO1	-5.0	i	i
CNC[C@@H]1Oc2c(NC(=O)Nc3ccc(F)cc3)cccc2C(=O)N([C@H](C)CO)C[C@@H]1C	4.5	i	i
COc1cc(OC)cc(C(=O)NCC(=O)NCc2ccccn2)c1	2.3	i	i
CC1Cc2ccccc2N1C(=O)CN(C)CC(=O)Nc1ccc(F)cc1 (stereo not drawn)	-1.9	i	i
COc1cccc(NC(=O)CN(C)C(=O)c2c(C)nn(CC(C)C)c2Cl)c1	4.4	i	i
C=CC[C@@H](CC(=O)NCCO)C(=O)N[C@@H](COC(=O)[C@@H](CC=C)CC(=O)OC(C)(C)C)Cc1c[nH]c2ccccc12	9.5	i	i
COc1cccc(NC(=O)CN(C)C(=O)c2cc(S(=O)(=O)N3CCCCCC3)ccc2OC)c1	-1.9	i	i
CCCCCCCC(=O)OCC(COC(=O)CCCCCCC)OC(=O)CCCCCCC	3.5	i	i
C/C(=C\c1ccc2c(c1)OCO2)C1Nc2cccc3cccc(c23)N1	-4.4	i	i
COc1cc(Cl)c(C)cc1NC(=O)CN1C(=O)C2CC=CCC2C1=O (stereo not drawn)	-3.1	i	i
CC(Sc1nc(N)cc(=O)[nH]1)C(=O)NCC(=O)Nc1ccc(F)c(F)c1F (stereo not drawn)	-2.1	i	i
O=C(NCc1ccco1)c1ccccc1SCC(=O)N1CCCC1	-2.6	i	i
O=C(COC(=O)CNC(=O)c1ccc([N+](=O)[O-])o1)Nc1ncc(C(F)(F)F)cc1Cl	-6.9	i	i
CCN1CCN(S(=O)(=O)c2ccc(Cl)c(C(=O)N(C)Cc3cccs3)c2)CC1	0.5	i	i
CC(=O)c1c(C)[nH]c(C(=O)COC(=O)c2c(C)noc2C)c1C	-1.4	i	i
Cc1ccc(S(=O)(=O)N2CCOCC2)cc1NC(=O)COC(=O)COc1ccccc1[N+](=O)[O-]	4.6	i	i
O=C(COC(=O)c1ccccc1Br)NC1CCCCCCC1	3.4	i	i
COc1ccc(CNC(=O)COC(=O)C(CCSC)N2C(=O)c3ccccc3C2=O)cc1 (stereo not drawn)	6.7	i	i
O=C1C=C(Nc2ccc(F)cc2)c2ccccc2C1=O	-7.3	i	i
O=C(COC(=O)COc1ccccc1)Nc1ncc([N+](=O)[O-])s1	0.5	i	i
Cn1c(SCc2cccc([N+](=O)[O-])c2)nc2ccccc2c1=O	0.6	i	i
O=C(NNC(=O)c1ccccc1F)c1cccc(S(=O)(=O)N2CCc3ccccc32)c1	1.9	i	i
Cc1noc(C)c1S(=O)(=O)N(C)C[C@H]1Oc2ccc(NS(=O)(=O)c3ccccc3)cc2C(=O)N([C@H](C)CO)C[C@@H]1C	-0.8	i	i
O=C(Nc1cc(-c2nc3ncccc3o2)ccc1Cl)c1ccc2c(c1)OCO2	-1.9	i	i
CN(C(=O)c1ccc(NC(=O)Cc2ccc(NC(=O)C3CCN(C(=O)C4CCCCC4)CC3)cc2)cc1)C1CC1	-0.5	i	i
CCOc1ccc(CN(C)c2ccc(S(=O)(=O)N3CCN(C)CC3)cc2[N+](=O)[O-])cc1OC	0.7	i	i
O=C(Nc1nncs1)c1cc(-c2ccco2)nc2ccccc12	1.0	i	i
CCc1cccc2c(C(=O)COC(=O)c3cnc(C)cn3)c[nH]c12	-0.7	i	i
CCOc1ccc(NC(=O)Cc2ccc(S(=O)(=O)N3CCCCC3)cc2)cc1OCC	3.2	i	i
CC(=O)c1cccc(NC(=O)COC(=O)Cn2cnc3ccccc32)c1	11.9	i	i
CC(C)c1cccc(C(C)C)c1OC(=O)[C@H]1OC(C(C)(C)C)=C[C@@H]1c1ccccc1	2.7	i	i

Complete entries, looked up by structure. Screens in order: HDAC3 inhib | ANO1 activ | KCNK3 inh
O=C(COC(=O)CNC(=O)c1ccc([N+](=O)[O-])o1)Nc1ncc(C(F)(F)F)cc1Cl across the screens: -6.9 | i | i
Cc1ccc(S(=O)(=O)N2CCOCC2)cc1NC(=O)COC(=O)COc1ccccc1[N+](=O)[O-] across the screens: 4.6 | i | i

Further structures follow:
SMILES	HDAC3 inhib	ANO1 activ	KCNK3 inh
COc1cccc(CC(=O)OCC(=O)NNC(=O)c2ccc(Br)cc2)c1	-5.0	i	i
COC(=O)c1ccc2[nH]c(C3(O)CCCCC3)c(C)c2c1	5.2	i	i
CC(OC(=O)c1cc(S(=O)(=O)N2CCOCC2)ccc1F)C(=O)NCC1CCCCC1 (stereo not drawn)	0.3	i	i
CCOC(=O)[C@H]1[C@H]2COc3ccc(Br)cc3[C@H]2N2C(=O)CNC(=O)[C@@]12C	-2.0	i	i

Filtered by structure: the entries above containing a furan ring, fused or not (6)
SMILES	HDAC3 inhib	ANO1 activ	KCNK3 inh
Cc1c(C(=O)Nc2cccc(S(=O)(=O)N3CCOCC3)c2)oc2ccccc12	8.0	i	i
NC(=O)C1CCN(c2nc(-c3cc4ccccc4o3)cs2)CC1	1.6	i	i
Cc1cc(C)n(-c2ccc(C(=O)NCC(c3ccco3)N3CCCC3)cc2)n1 (stereo not drawn)	0.2	i	i
O=C(NCc1ccco1)c1ccccc1SCC(=O)N1CCCC1	-2.6	i	i
O=C(COC(=O)CNC(=O)c1ccc([N+](=O)[O-])o1)Nc1ncc(C(F)(F)F)cc1Cl	-6.9	i	i
O=C(Nc1nncs1)c1cc(-c2ccco2)nc2ccccc12	1.0	i	i
